# GLP-1R agonist = GLP-1 receptor (human) agonism. hit rate 0.007% among 380,000. Potency, µM (series often up to 45.6 µM), without a hit: top-dose activation, usual class: activators. HEK293 GLP-1R CRE-luciferase, luminescence, 4-6 h; cells express a hypersensitive GLP-1R form. P43220; also: potency is read from the fitted curve at half-maximal effect; % of control where 0% means no effect
# DRD3 antagonist = D3 dopamine receptor (human) antagonism | P35462 | D3R cells, DiscoveRx beta-arrestin luminescence, antagonist mode; hits give low values | max response, negative = inhibition, % | hit rate 2.5% among 360,000 | AID 652054; in the data active = max response below about -50%; inconclusive = no clear call, values can overlap the other calls; also: % is scaled to controls: 0 for no effect and ±100 for the full control effect; mostly tested at two doses, the higher about 12 µM
# Target sequence (P35462 whole entry, looked up): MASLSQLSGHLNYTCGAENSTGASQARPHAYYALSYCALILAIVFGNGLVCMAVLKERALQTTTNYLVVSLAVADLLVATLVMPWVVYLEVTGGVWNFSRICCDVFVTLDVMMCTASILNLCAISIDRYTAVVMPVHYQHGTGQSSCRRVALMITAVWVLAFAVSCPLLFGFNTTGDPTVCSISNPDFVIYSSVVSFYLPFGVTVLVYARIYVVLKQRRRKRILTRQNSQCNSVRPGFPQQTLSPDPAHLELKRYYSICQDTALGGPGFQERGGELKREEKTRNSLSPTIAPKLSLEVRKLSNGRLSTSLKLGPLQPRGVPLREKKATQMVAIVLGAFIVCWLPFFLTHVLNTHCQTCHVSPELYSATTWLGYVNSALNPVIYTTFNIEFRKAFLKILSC
#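 Cells plated overnight at 1500 cells/well, then exposed to library compounds with dopamine controls for 90 minutes at 37 degrees C. DiscoveRx reagent added for 30–60 minutes at room temperature; luminescence read, quantitative HTS format.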
# IL-2 act = activates IL-2 in a cell-based reporter assay; hit rate 0.065% among 360,000; activation, % (series mostly up to about 46 µM); AID 652025; IL-2 activation reporter assay, cell-based qHTS; stimulated with anti-CD3/CD4/CD28 beads; in transgenic mouse T cells; in the data active = activation above about 50%; inconclusive = mostly about 30% to 49%; also: 0% is about no effect
#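 Using fluorescent plate cytometry, EGFP and DsRed are detected in transgenic mouse T cells stimulated 18 h at 37 degrees C with antibody-coated beads after 60 min compound pretreatment.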
# D3 ag = activates the human D3 dopamine receptor. D3R DiscoveRx beta-arrestin cells, luminescence, 90 min. AID 652048. hit rate 0.58% among 410,000. max activation, %. P35462; in the data active = max activation above about 30%; also: 0% is about no effect; mostly tested at two doses, the higher about 12 µM
#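 Agonist mode: compounds and dopamine controls were applied to plated cells for 90 min at 37 degrees C after an overnight attachment at 1500 cells/well. Luminescent read-out followed 30 - 60 minutes at room temperature with DiscoveRx detection reagent.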
# GLP1R cytotox = cytotoxic in the GLP-1 receptor inverse agonist counter-screen. HEK293 cAMP-luciferase reporter cells, luminescence, 24 h. Potency, µM (doses to about 38.3 µM), for the others: at the highest dose activity change, negative = inhibition, most hits filed as inhibitors. hit rate 0.13% among 410,000. AID 624418;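 also: loss of luciferase light is scored as toxicity; potency is read from the fitted curve at half-maximal effect; % is scaled to controls: 0 for no effect and ±100 for the full control effect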
#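 MLSMR compounds, 24 hr on cells at 37 deg C/5% CO2; luminescence after luciferase reagent (12 min RT). Inhibition counted as the undesired cytotoxic outcome.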
# PLK1 PBD inh = blocks phosphopeptide binding to human PLK1 polo-box domain; P53350; Plk1 PBD binding of FITC phosphopeptide, fluorescence polarization; Potency, µM, for inactives: max response, negative = inhibition, most hits filed as inhibitors; hit rate 2.8% among 360,000; also: potency is read from the fitted curve at half-maximal effect; series mostly up to about 57 µM; % is scaled to controls: 0 for no effect and ±100 for the full control effect; nearly all actives have a fitted effect of over 65% in size
# PI5P4Ka inh = blocks human PI5P4K alpha kinase activity; P48426; PI5P4Kalpha enzyme, ADP-Glo luminescence, 60 min; hits give low values; AID 652105; max response, %; hit rate 1.2% among 330,000; active = max response of -50% or lower; inconclusive = between -30% and -50%; inactive = -30% or higher; also: value at the top dose of about 77 µM; % is scaled to controls: 0 for no effect and ±100 for the full control effect
# Target sequence (P48426 whole entry, looked up): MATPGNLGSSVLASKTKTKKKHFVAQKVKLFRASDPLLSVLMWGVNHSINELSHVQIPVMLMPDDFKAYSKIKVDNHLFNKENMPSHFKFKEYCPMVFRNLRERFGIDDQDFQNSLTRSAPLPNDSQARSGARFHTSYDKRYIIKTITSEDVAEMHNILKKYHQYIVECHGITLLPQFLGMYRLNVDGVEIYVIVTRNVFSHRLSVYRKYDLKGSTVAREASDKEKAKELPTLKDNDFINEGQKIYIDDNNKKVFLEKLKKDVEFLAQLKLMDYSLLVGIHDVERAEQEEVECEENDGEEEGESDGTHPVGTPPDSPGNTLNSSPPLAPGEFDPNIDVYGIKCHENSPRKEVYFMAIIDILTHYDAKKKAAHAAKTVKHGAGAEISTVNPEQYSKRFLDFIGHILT
#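 ADP-Glo luminescence end-point after a 60 min room-temperature kinase reaction. PI5P4Kalpha and substrate in HEPES pH 7.4 buffer with EGTA, 0.1% CHAPS and 5% DMSO; ATP at 5 microM final.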
# GLP-1R inv ag = acts as inverse agonist at human GLP-1 receptor. HEK293 GLP-1R CRE-luciferase, luminescence, 24 h; GLP-1R form is constitutively active. Potency, µM (titrated, usually from 38.3 µM), for the others: at the top dose activity change, negative = inhibition, usual class: inhibitors. hit rate 1.6% among 410,000. AID 624417; also: potency is read from the fitted curve at half-maximal effect; % is scaled to controls: 0 for no effect and ±100 for the full control effect; nearly all actives have a fitted effect of over 55% in size
#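 HEK293 cells stably co-expressing a cAMP-responsive luciferase reporter and constitutively active GLP-1R were seeded, incubated 12 h, then exposed to compounds for 24 h at 37 C. Luminescence was read 12 min after detection reagent; inverse agonists lower signal.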
# WRN inhibitor = blocks human WRN helicase; Q14191; WRN helicase unwinding, fluorescent forked duplex, kinetic; Potency, µM (highest dose often 114 µM), for inactives: top-dose activity change, negative = inhibition, hits mostly inhibitors; hit rate 0.46% among 360,000; also: potency is read from the fitted curve at half-maximal effect; % is scaled to controls: 0 for no effect and ±100 for the full control effect; nearly all actives have a fitted effect of over 55% in size
#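 Kinetic fluorescence helicase assay: unwinding of a quenched forked DNA duplex (100 nM final) with 2 mM ATP final raises red fluorescence (525/598 nm). Compounds sat 15 min at room temperature with 20 nM WRN beforehand.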
# * = called active by the depositor; ? = inconclusive; . = no result given; & = joins results of further samples; [ ] = dose if it differs, or a comment. Unless noted, calls follow the shape of the dose curve; as a rule, active = well fitted curve in the direction sought with a large enough effect; inconclusive = small, poorly fitted or top-dose-only effect, or another doubt; inactive = no such curve, though single readings can be large; an effect the other way counts as inactive or inconclusive.
# Every second line gives: GLP-1R agonist | DRD3 antagonist | IL-2 act | D3 ag | GLP1R cytotox | PLK1 PBD inh | PI5P4Ka inh | GLP-1R inv ag | WRN inhibitor
COc1ccc(-c2nc(CS(=O)CC(=O)NC(C)CCc3ccccc3)c(C)o2)cc1OC (configuration not stated)
 : 27% | -2 | 0.0 | -2 | 3% | -7% | 5 | 31%[activator] | -2%
COc1ccc(NC(=S)N2CCC(N(C)CCN3CCOCC3)CC2)cc1
 : -19% | -30 | 0.5 | 3 | 10% | -3% | -2 | -9% | -16%
COc1ccc(OC)c(/C=C/C(=O)OCC(=O)Nc2ccc(Cl)c(S(=O)(=O)N(C)C)c2)c1
 : -2% | -7 | 3.9 | -9 | 12% | -2% | 0 | -21% | -10%
CCCCN(CC)CCCNC(=O)c1cn(C)c2ccc(S(=O)(=O)N(C)C3CCCCC3)cc2c1=O
 : 10% | -24 | -0.4 | -10&-11 | -16%&3% | -15% | -4 | ? | 8%
CCCC(=O)Nc1c2c(nn1-c1ccc(C)cc1C)CSC2
 : 1% | 7 | 0.5 | 11 | -3% | -1% | . | 4% | -14%
COc1ccccc1/C=C/C(=O)OCC(=O)Nc1c(F)cccc1F
 : 7% | 0 | -1.3 | 4 | -15% | 3% | 1 | 6% | 6%
CCNC(=O)C1CCCN(C(=O)c2ccc(-c3ccccc3)cc2)CC1 (configuration not stated)
 : -4% | 22 | -0.6 | 0 | -3% | -1% | -1 | -8% | 0%
O=C(NCCc1cccc(C(F)(F)F)c1)C1CCC(=O)N(Cc2ccc(Cl)cc2)C1 (configuration not stated)
 : 8% | -6 | -6.6 | 1 | -3% | -2% | 28 | ? | -21%
CC(C)c1ccc(NC2CCCN(C(=O)c3cccc(N4CCNC4=O)c3)C2)cc1 (configuration not stated)
 : 7% | -21 | -1.2 | -3 | -22% | -14% | 4 | 2% | 4%
COc1ccc(CNC(=O)C2CCN(S(=O)(=O)c3ccc4c(c3)N(C(C)=O)CCO4)CC2)cc1
 : 0% | 7 | -1.5 | 3 | -10% | -9% | 1 | -14% | -7%
O=C(OCC(=O)N1CCOCC1)c1cc(=O)[nH]c2ccccc12
 : 0% | 2 | -1.1 | 1 | 19% | -2% | -9 | 17% | -10%
COc1ccc(N2C(=O)CSC23C(=O)N(C)c2ccccc23)cc1Cl (configuration not stated)
 : 1% | . | . | -5 | 1% | . | . | 11% | .
CCC(C(=O)NCCCN1CCCC1=O)n1c2ccccc2c2nc(=O)cc(C)n21 (configuration not stated)
 : -1% | -7 | -1.6 | -11 | -10% | 5% | -4 | -19% | 4%
CC(C)CNC(=O)CCc1nc(-c2ccccc2)no1
 : -1% | -4 | -2.1 | -3 | -6% | -7% | -9 | -2% | -6%
Cc1ccc(S(=O)(=O)N2CCN(c3ncccn3)CC2)cc1C
 : 19% | -19 | -0.5 | 3 | -1% | -3% | 0 | 19% | 7%

# 2 consecutive entries out of the list so far, for reference:
# Every second line gives: GLP-1R agonist | DRD3 antagonist | IL-2 act | D3 ag | GLP1R cytotox | PLK1 PBD inh | PI5P4Ka inh | GLP-1R inv ag | WRN inhibitor
COc1ccc(-c2nc(CS(=O)CC(=O)NC(C)CCc3ccccc3)c(C)o2)cc1OC (configuration not stated)
 : 27% | -2 | 0.0 | -2 | 3% | -7% | 5 | 31%[activator] | -2%
COc1ccc(NC(=S)N2CCC(N(C)CCN3CCOCC3)CC2)cc1
 : -19% | -30 | 0.5 | 3 | 10% | -3% | -2 | -9% | -16%

# Exported as tab-separated lines: 3 of the compounds above
structure	GLP-1R agonist	DRD3 antagonist	IL-2 act	D3 ag	GLP1R cytotox	PLK1 PBD inh	PI5P4Ka inh	GLP-1R inv ag	WRN inhibitor
COc1ccc(NC(=S)N2CCC(N(C)CCN3CCOCC3)CC2)cc1	-19%	-30	0.5	3	10%	-3%	-2	-9%	-16%
COc1ccc(OC)c(/C=C/C(=O)OCC(=O)Nc2ccc(Cl)c(S(=O)(=O)N(C)C)c2)c1	-2%	-7	3.9	-9	12%	-2%	0	-21%	-10%
CCCCN(CC)CCCNC(=O)c1cn(C)c2ccc(S(=O)(=O)N(C)C3CCCCC3)cc2c1=O	10%	-24	-0.4	-10&-11	-16%&3%	-15%	-4	?	8%

# More structures
# Every second line gives: GLP-1R agonist | DRD3 antagonist | IL-2 act | D3 ag | GLP1R cytotox | PLK1 PBD inh | PI5P4Ka inh | GLP-1R inv ag | WRN inhibitor
CCC(=O)NC(=S)Nc1ccc(NC(=O)c2ccc([N+](=O)[O-])cc2Cl)cc1
 : -2% | -3 | -0.1 | -4 | -12% | 3% | 2 | 13% | -14%
CNC(=O)c1ccc(NC(=O)C2CCN(S(=O)(=O)c3cccc(C(F)(F)F)c3)CC2)cc1
 : -4% | 29 | 0.3 | 0 | -7% | 13% | -2 | -5% | -1%
Cc1ccc(CC(=O)OCC(=O)NC2CCCC(C)C2C)cc1C (configuration not stated)
 : 9% | 5 | -2.4 | 11 | 51%[activator] | -2% | 14 | -7% | -7%
O=C(Nc1nc2ccccc2[nH]1)C1CCCO1 (configuration not stated)
 : -2% | -12 | 0.0 | -5 | 2% | -1% | . | 17% | -2%[57.1 µM]
CCOC(=O)c1c(C)[nH]c(C(=O)OCC(=O)N2CCN(S(=O)(=O)c3ccc(C)cc3C)CC2)c1C
 : -7% | 24 | -0.7 | 3 | -13% | 0% | 7 | -19% | -5%
O=C(Cn1cc(C(=O)C2CC2)c2ccccc21)NCc1ccccc1
 : 20% | 38 | -0.2 | 5 | -2% | -7% | -9 | ? | -6%
O=C(OCc1nc2ccccc2[nH]1)C1CCCCC1
 : 5% | 9 | -2.9 | 1 | 6% | 0% | 3 | -2% | -1%
COc1ccc(Cl)cc1NC(=O)CN(C)CC(=O)N(CC(C)C)c1c(N)n(CC(C)C)c(=O)[nH]c1=O
 : 3% | -1 | 0.7 | 0 | -11% | -8% | -3 | -8% | -1%
COc1ccc(NC(=O)C2CC(c3cc(OC)c(OC)c(OC)c3)=NO2)cc1OC (configuration not stated)
 : -1% | -23 | -1.4 | -10 | 7% | -12% | . | 0% | -7%
CN1CN(C)C(c2ccncc2)=C1c1ccncc1
 : 2% | -11 | 0.5 | -4 | -5% | -1% | 8 | -1% | 6%
CCOC(=O)c1c(CSC(=N)N)n(-c2ccc(C)cc2)c2cc(Br)c(OC(C)=O)cc12
 : 0% | -5 | -4.0 | -3 | ? | -8% | -5 | ? | -10%
COc1cc(C(=O)OCC(=O)Nc2cc(C)on2)cc(OC)c1OC
 : -12% | 5 | -0.5 | 2 | 8% | 0% | . | 5% | -7%
Cc1cc(C)c(Cn2c(=O)n(CCCCC(=O)NCc3ccccc3Cl)c(=O)c3ccccc32)c(C)c1
 : 0% | . | . | -13 | 12% | . | . | 8% | .
Cc1ccc(C)c(NC(=O)COC(=O)c2ccc3c(c2)OCCO3)c1
 : -1% | -1 | -0.6 | -2 | 5% | 2% | -2 | 12% | 5%
CC(C)NC1(C(N)=O)CCNCC1
 : 10% | -1 | 2.0 | 10 | -4% | 1% | 4 | 6% | 8%
O=C(CSc1ccc2nnc(-c3cccs3)n2n1)N1CCOCC1
 : -9% | 3 | 0.8 | -1 | 2% | -18% | ? | 11% | -13%
CCOCCCN(Cc1ccco1)C(=O)c1cc2c(=O)[nH]c3ccc(C)cc3c2s1
 : 20% | 6 | -2.1 | -1&4 | ? | -6% | -6 | ? | -2%
O=C(NCc1ccccc1)C1c2ccccc2OCC(=O)N1CCc1ccccc1 (configuration not stated)
 : -6% | 6 | -1.0 | 1 | 3% | 3% | -4 | 24% | 0%
CCOc1ccc(NC(=O)C(=O)N/N=C/c2ccccc2F)cc1
 : 0% | -11 | 1.2 | -3 | -4% | -19% | 7 | 14% | 5%[57.1 µM]
CCc1nnc(N/N=C/c2ccc(-c3ccc([N+](=O)[O-])cc3)o2)n1N
 : 6% | 6 | 0.3 | -1 | -15% | -5% | 1 | 35% | -9%[11.6 µM]
Cn1cc([N+](=O)[O-])c(C(=O)Nc2ccc3nc(-c4ccccc4)[nH]c3c2)n1
 : 9% | ? | 0.5 | -7 | ? | -14% | -16 | 73%[activator] | -21%
O=C(NNC(=O)C12CC3CC(CC(C3)C1)C2)c1cccc(O)c1
 : -1% | -24 | 0.2 | -3 | 18% | -7% | 0 | 5% | -29%
COc1cc(C(=O)Nc2sc(C)c(C)c2C(=O)O)cc(OC)c1OC
 : 3% | -12 | -1.7 | -4 | -2% | ? | -3 | 26% | -15%
CCOC(=O)c1oc2nc(C(C)C)c3c(c2c1N)CCC3
 : 11% | 6 | -2.7 | -2 | -12% | -3% | -2 | ? | 0%
Cc1ccccc1N1C(=O)[C@@H]2Cc3ccccc3CN2C1=O
 : 11% | ? | -2.4 | -2 | -3% | -8% | . | 6% | 3%
Nc1nc(NCc2ccco2)nc(NCCO)c1[N+](=O)[O-]
 : 26% | 27 | 0.3 | 7 | -2% | 5% | -26 | 54%[activator] | -6%

# Record cards (already shown). Order of screens: GLP-1R agonist	DRD3 antagonist	IL-2 act	D3 ag	GLP1R cytotox	PLK1 PBD inh	PI5P4Ka inh	GLP-1R inv ag	WRN inhibitor
# COc1ccc(-c2nc(CS(=O)CC(=O)NC(C)CCc3ccccc3)c(C)o2)cc1OC (configuration not stated) reads 27%	-2	0.0	-2	3%	-7%	5	31%[activator]	-2%
# COc1ccc(NC(=O)C2CC(c3cc(OC)c(OC)c(OC)c3)=NO2)cc1OC (configuration not stated) reads -1%	-23	-1.4	-10	7%	-12%	.	0%	-7%
